AID inh – inhibitors of human activation induced cytidine deaminase; Q9GZX7; AID deamination FRET fluorescence, UDG-coupled, 4 h; Potency, µM (top dose mostly 115 µM), for the others: top-dose activity change, negative = inhibition, actives largely listed as inhibitors; actives 0.32% (n = 91,000); AID 1347428; further: nearly all actives have a fitted effect of over 25% in size
Target sequence (Q9GZX7 whole entry, looked up): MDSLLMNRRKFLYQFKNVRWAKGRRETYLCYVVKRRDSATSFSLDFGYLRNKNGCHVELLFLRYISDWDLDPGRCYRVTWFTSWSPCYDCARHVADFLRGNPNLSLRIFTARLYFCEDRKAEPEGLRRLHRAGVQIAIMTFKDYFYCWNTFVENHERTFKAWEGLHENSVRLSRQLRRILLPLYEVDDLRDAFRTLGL
UDG counterscr – UDG inhibition counter-screen | FRET deamination/UDG coupled assay, UDG read, 4 h | Potency, µM (highest dose often 115 µM), for the others: top-dose activity change, negative = inhibition, actives largely listed as inhibitors | actives 0.14% (n = 91,000); further: nearly all actives have a fitted effect of over 65% in size
* hit, by the source's call; ? = inconclusive; [ ] = dose if it differs, or a comment. The call rests on the fitted dose curve; in most records, active means well fitted curve in the direction sought with a large enough effect; inconclusive means small, poorly fitted or top-dose-only effect, or another doubt; inactive means no such curve, though single readings can be large; an effect the other way counts as inactive or inconclusive. On the % scale 0 is the no-effect control and ±100 the full control effect; potency means the concentration at half of the fitted maximal effect.

SMILES	AID inh	UDG counterscr
O=C(O)c1sc(C(=O)O)c(OCCO)c1OCCO	6%	-2%
Cc1cc2ccccc2n1-c1ccc(C(=O)N2CCC(C(=O)NCc3ccc(Cl)cc3)CC2)s1	-18%	-8%
COCCn1c(C)cc(O)c(C(c2ccccc2OC)N2CCN(c3ccccc3)CC2)c1=O (configuration not stated)	5%	28%
Oc1ccc2[nH]cc(CCNC(c3ccccc3)(c3ccccc3)c3ccccc3)c2c1	12%	-15%
Cc1ccc(C)c(NC(=O)Cn2cnc3nc4c(cc3c2=O)CCCC4)c1	-21%	7%
CC(C)CCNC(=O)c1ccc2c(c1)N(Cc1cccc(Cl)c1)C(=O)c1ccccc1S2	-1%	-2%
CCOC(=O)c1c(C)sc2c1OC(N)=C(C#N)C21C(=O)N(C)c2ccccc21 (configuration not stated)	25%	-15%
O=C(NC1CCCC1)c1cc(-c2cccs2)on1	0%	10%
COc1ccc(NCc2cc3ccc(OC)cc3n(CC(=O)Nc3cc(Cl)ccc3C)c2=O)cc1	23%	10%
COc1cccc(C(=O)Nc2c(C(=O)c3ccc(F)cc3)oc3ccccc23)c1	13%	1%
CC1CCCC(NC(=O)/C(C#N)=C\c2ccccc2)C1C (configuration not stated)	-10%	4%
CN1CCc2c(sc3c2C(=O)NC(c2ccc(OC(=O)c4ccc(C(C)(C)C)cc4)cc2)N3)C1 (configuration not stated)	133%[activator]	-11%
Cc1ccc(Cl)cc1N1CCN(C(=O)c2cn(C)c3ccc(S(=O)(=O)N4CCC(C)CC4)cc3c2=O)CC1	11%[57.5 µM]	-7%[57.5 µM]
COc1nc(C(=O)NCCC(=O)N2CCCCC2)cc2ccccc12	-11%	3%
COc1cccc(CNC(=O)C(NS(=O)(=O)c2ccc3c(c2)CCN3C(C)=O)C(C)C)c1 (configuration not stated)	3%	7%
N#C/C(=C\c1ccc(Cl)cc1)C(=O)NCC1CCCO1 (configuration not stated)	-14%	-7%
O=S(=O)(CCN1CCOC2CCCCC21)c1ccccc1 (configuration not stated)	33%	1%
Cc1ccc(CNC(=O)CSc2nc3cc4c(cc3c(=O)n2Cc2ccco2)OCO4)cc1	13%	5%
CC(=O)c1cccc(NC(=O)c2ccc3nc(C(C)C)oc3c2)c1	-4%	-6%
CC(C)C(=O)/C(C#N)=C\c1ccc(OCc2ccccc2F)cc1	?	-4%
CCc1ccc(-n2nc(C)c3c(C(=O)N4CCN(c5cccc(Cl)c5)CC4)cc(C)nc32)cc1	-3%	2%
C/C(c1cccs1)=[N+](\[O-])C(C)/C(=N/O)c1ccco1 (configuration not stated)	-7%	2%
O=C(OC1CCCCC1=O)c1ncc(Cl)c(Cl)c1Cl (configuration not stated)	5%	-4%
CCOc1ccc(CN2CCc3nc(N4CCN(c5ncccn5)CC4)ncc3C2)cc1OC	?	-9%
CCOC(=O)C(NC(=O)c1cc(OC)c(OC)c(OC)c1)C(=O)OCC	-5%	-10%
SMILES	AID inh	UDG counterscr
CCCc1ccc(C(NC(=O)CCNC(=O)C(C)(C)C)C(C)C)cc1 (configuration not stated)	-9%	-3%
Cc1cccc(-c2noc(-c3cc(-c4ccc(F)cc4)n[nH]3)n2)c1	6%	4%
O=C(Nc1cccc(Cl)c1)c1ccc2c(c1)CCC2	13%	-4%
CC(C)CCC1(C)NC(=O)N(Cc2cc(F)cc3cccnc23)C1=O (configuration not stated)	1%	6%
CCOC(=O)c1sc(NC(=O)c2cc3nc(-c4ccccc4)cc(C(F)(F)F)n3n2)c(C(=O)OCC)c1C	0%	20%
Cn1ncc2c(Nc3ccccc3)nc(NC3CCCC3)nc21	-6%	-6%
CC(=O)N1CCOc2cc(S(=O)(=O)NCc3ccccc3Cl)c(Cl)cc21	0%	7%
CCc1ccc(C(=O)c2cn(CC(=O)Nc3cccc(C)c3C)c3nc(C)ccc3c2=O)cc1	-18%	24%
Cc1ccc(C)c(NC(=O)CSc2nc(=O)n(Cc3ccncc3)c3c2CCC3)c1	21%	-1%
O=C(Cn1c(=O)n(CCCS(=O)(=O)C2CCCCC2)c(=O)c2ccccc21)Nc1ccc(F)c(Cl)c1	6%	-5%
CCCCC1CCC(C(=O)NCc2cccc(NC(=O)C(C)C)c2)CC1 (configuration not stated)	1%	-3%
Cc1nn(-c2ccccc2)c(OC(=O)c2ccccc2Cl)c1S(=O)(=O)c1ccccc1	12%	0%
N#CC(C(=O)CN1CCCC1)c1ccccc1 (configuration not stated)	-1%	4%
Cc1ccc(C(=O)NC2CC2)cc1S(=O)(=O)N1CCCC1	-4%	-8%
Cc1ccc(S(=O)(=O)NCC(c2ccco2)N2CCN(c3ccccc3F)CC2)cc1 (configuration not stated)	6%	2%[57.5 µM]
Cc1[nH]c2ccc(Cl)cc2c1CCN(Cc1cccs1)C(=S)NC(C)(C)C	-16%	-14%
Cc1ccc(Cl)cc1N1CCN(C(=O)c2cnc(N3CCOCC3)c3ccccc23)CC1	22µM*	?
Cc1ccsc1C(=O)N(Cc1ccncc1)C1CC1	1%	3%
CN(C)CCCN(C(=O)c1ccc2c(c1)OCCO2)c1nc2ccccc2s1	4%	-2%
COc1cccc(CNC(=O)c2ccc3c(c2)nc2n3CCC(C)C2)c1OC (configuration not stated)	66%[activator]	-2%[57.5 µM]
O=C(c1ccc(Nc2nc3ccccc3n3nnnc23)cc1)N1CCN(c2cccc(C(F)(F)F)c2)CC1	22%	-1%
O=C(NCCc1ccc(Cl)cc1)c1ccc(Nc2nc3ccccc3n3nnnc23)cc1	-9%	3%
COc1ccc(S(=O)(=O)N2CCN(c3cccc(C)c3C)CC2)c2ccccc12	2%	-6%
O=C(NCc1ccco1)c1cc(-c2cccnc2)nc2ccc(Cl)cc12	-2%	-4%
CCOC(=O)c1sc(=S)n(-c2cc(C)cc(C)c2)c1N	1%	0%
SMILES	AID inh	UDG counterscr
Cn1c(=O)n(C)c2cc(N3CCCCC3)c(NC(=O)c3ccc(C(C)(C)C)cc3)cc21	-2%	-9%
CCCCCn1c(CCCNC(=O)c2cccc(C)c2)nc2ccccc21	?	-14%[57.5 µM]
CCN(CC(C)C#N)C(=O)C1CCCC1 (configuration not stated)	1%	0%
CCn1c2c(c(=O)n3ncc(C(=O)Nc4cc(Cl)ccc4OC)c13)CN(Cc1ccc(OC)cc1)CC2	?	-5%
Cc1ccc(F)cc1NC(=O)CCSc1nc(-c2ccco2)cc(C(F)(F)F)n1	6%[57.5 µM]	6%[57.5 µM]
CC1=C(C#N)C(c2ccc(C(C)C)cc2)C(C#N)=C(C)N1	-7%	-3%
O=C(CCc1ccco1)NC1CCCC1	1%	-3%
Cc1cc(OC(C)C(=O)NCCCN2CCOCC2)c2c(C)cc(=O)oc2c1 (configuration not stated)	5%	2%
O=C(c1cccs1)N(Cc1ccccc1)Cc1ccccc1	?	-4%
N#Cc1nc(C2CC2)oc1N1CCN(C(=O)c2ccccc2)CC1	-5%	-1%
Cc1ccccc1CSc1nc(-c2cccc(F)c2)nc2c1Cc1c(CO)cnc(C)c1O2	-6%	1%
COc1cccc(CNC(=O)c2c(C)oc3nc(C)nc(N4CCOCC4)c23)c1	-16%	-8%
CCOC(=O)/C(C#N)=C/c1cc(Br)ccc1OCc1c(F)cccc1Cl	-20%	-8%
CSCCC(NC(=O)C1CCC(C)CC1)C(=O)Nc1ccc2c(c1)OCO2 (configuration not stated)	24%	6%
C=C(C)CC1Cc2c(Br)cccc2C(CC(=C)C)N1 (configuration not stated)	2%	-6%
O=C(c1cc2cc([N+](=O)[O-])ccc2oc1=O)N1CCN(c2ccccc2F)CC1	-6%	2%
CSc1ncc(C(=O)N2CCN(c3cccc(C(F)(F)F)c3)CC2)c(C)n1	-9%	-4%[57.5 µM]
C=CCNC(=O)C(C#N)c1nc2ccccc2nc1N1CCC(C(=O)OCC)CC1 (configuration not stated)	-5%	-5%
COc1cc(OC)cc(-c2nc3nc(C)c(CCC(=O)Nc4ccc(C)cc4C)c(C)n3n2)c1	?	-4%
Fc1ccc(-c2nc(-c3ccc(Br)o3)no2)cc1	4%	6%
COc1ccccc1N1CCN(S(=O)(=O)c2cc3[nH]c(=O)c(=O)[nH]c3cc2C)CC1	-19%	-8%[57.5 µM]
O=C(c1cccc(Cl)c1)N1c2nc(-c3ccco3)nn2C2(CCCCC2)[C@@H]2CCCC[C@@H]21	8%	-2%[57.5 µM]
O=C(Nc1cnc2ccccc2c1)c1ccc(N2CCCCC2)c([N+](=O)[O-])c1	-6%	-17%
CC(=O)NCCOC(=O)c1nn(Cc2ccccc2)c(=O)c2ccccc12	2%	3%
Cc1ccc(N2C(=O)CS(=O)(=O)C23C(=O)N(Cc2ccc(Cl)cc2)c2ccccc23)cc1C (configuration not stated)	?	-14%
SMILES	AID inh	UDG counterscr
CCc1cccc(NC(=O)CCn2nc(C)cc2C)c1	-6%	11%
Cc1cc(C)n(C(C)CC(=O)NCc2ccccc2C)n1 (configuration not stated)	7%	9%
CCN(CC(=O)NC(C)C)CC(=O)N1c2ccccc2OCC1c1ccccc1 (configuration not stated)	-6%	4%
O=C(Cn1cc(S(=O)(=O)N2CCCC2)ccc1=O)c1c[nH]c2ccccc12	-3%	-1%
COC(=O)c1ccccc1NC(=O)c1sc2nc(C)cc(C)c2c1NC(=O)c1ccccc1OC	9%	-3%
Cc1ccc(-c2nc3scc(CCNS(=O)(=O)c4ccc(C)c(C)c4)n3n2)cc1	-5%	-1%[57.5 µM]
C[C@H](NC(=O)c1ccccc1)C(=O)O	3%	12%
CCC1CCCCN1S(=O)(=O)c1ccc(NC(=O)c2nc(SC)ncc2Cl)cc1 (configuration not stated)	6%	-22%
CN(C(=O)CSc1nc(N2CCOCC2)c2c(c1C#N)CCCC2)c1ccccc1	?	-13%
CCOc1ccc2oc(=O)cc(CN3CCN(c4ccccc4OC)CC3)c2c1	6%	5%
CCOc1ccc(CN(C)C(=O)Cn2cnc3c(cnn3C)c2=O)cc1	13%	2%
COc1ccc2c(c1)c(N1CCCC1=O)c(C(=O)Nc1ccc(OC)c(Cl)c1)n2C	14%	2%
O=C(COCc1cc(-c2cccs2)on1)Nc1cc(Cl)ccc1O	6%	-28%
NC(=O)c1cc(S(=O)(=O)NCC2CCC(C(=O)Nc3cccc(Cl)c3)CC2)cs1 (configuration not stated)	5%	10%
COc1cc(C(=O)O/N=C(\C)c2ccc(Cl)cc2)cc(OC)c1OC	1%	0%
CCc1sc(C(=O)N2CCCCCC2)cc1Br	-11%	3%
CCOc1ccc2c3c(cccc13)C(=O)C=C2C	247%[activator]	16%
Cc1ccccc1Nc1nc(NC2CCCCC2)nc2c1cnn2C	-5%	-9%
O=C(Nc1ccc(F)cc1)c1oc2ccccc2c1NC(=O)C12CC3CC(CC(C3)C1)C2	7%	-7%
Cc1ccc(CN2C(=O)c3ccccc3C2C(=O)NC2CCCCCC2)cc1 (configuration not stated)	0%	-13%[57.5 µM]
CC(C)OC(=O)c1cccc(C(=O)OC(C)C)n1	4%	6%
N#CCNC(=O)c1ccc2c(c1)OCCCO2	3%	7%
Cc1ccc(-n2ncc3c(Nc4cccc(Cl)c4)ncnc32)c(C)c1	?	-9%[57.5 µM]
COc1cccc(C(=O)OCc2cccc(C#N)c2)c1OC	-5%	0%
CCOc1ccc(NC(=O)Cn2c(=O)cc(C)c3c(C)nn(C)c32)cc1	5%	-7%
CCCc1ccc(NC(=O)c2n[nH]c(=O)c3ccccc23)cc1	-4%	-2%
COc1cccc(/C=C/c2onc(C)c2S(=O)(=O)N2CCC(C(=O)N3CCCCC3)CC2)c1	-3%	54%[activator]
COc1ccccc1CCNC(=O)Cn1ccc2cc(S(=O)(=O)N3CCCCCC3)ccc21	-7%	-12%
COC(=O)c1ccc(NC(=O)CCc2c(C)nc3c(c(C)nn3-c3ccc(C)cc3)c2C)cc1	4%	-7%

An excerpt of these results, with two lines to a compound.
Below each SMILES – AID inh, UDG counterscr
- O=C(O)c1sc(C(=O)O)c(OCCO)c1OCCO
  6%, -2%
- Cc1cc2ccccc2n1-c1ccc(C(=O)N2CCC(C(=O)NCc3ccc(Cl)cc3)CC2)s1
  -18%, -8%
- COCCn1c(C)cc(O)c(C(c2ccccc2OC)N2CCN(c3ccccc3)CC2)c1=O (configuration not stated)
  5%, 28%
- Oc1ccc2[nH]cc(CCNC(c3ccccc3)(c3ccccc3)c3ccccc3)c2c1
  12%, -15%
- Cc1ccc(C)c(NC(=O)Cn2cnc3nc4c(cc3c2=O)CCCC4)c1
  -21%, 7%
- CC(C)CCNC(=O)c1ccc2c(c1)N(Cc1cccc(Cl)c1)C(=O)c1ccccc1S2
  -1%, -2%
- CCOC(=O)c1c(C)sc2c1OC(N)=C(C#N)C21C(=O)N(C)c2ccccc21 (configuration not stated)
  25%, -15%
- O=C(NC1CCCC1)c1cc(-c2cccs2)on1
  0%, 10%
- COc1ccc(NCc2cc3ccc(OC)cc3n(CC(=O)Nc3cc(Cl)ccc3C)c2=O)cc1
  23%, 10%
- COc1cccc(C(=O)Nc2c(C(=O)c3ccc(F)cc3)oc3ccccc23)c1
  13%, 1%
- CC1CCCC(NC(=O)/C(C#N)=C\c2ccccc2)C1C (configuration not stated)
  -10%, 4%
- CN1CCc2c(sc3c2C(=O)NC(c2ccc(OC(=O)c4ccc(C(C)(C)C)cc4)cc2)N3)C1 (configuration not stated)
  133%[activator], -11%
- Cc1ccc(Cl)cc1N1CCN(C(=O)c2cn(C)c3ccc(S(=O)(=O)N4CCC(C)CC4)cc3c2=O)CC1
  11%[57.5 µM], -7%[57.5 µM]
- COc1nc(C(=O)NCCC(=O)N2CCCCC2)cc2ccccc12
  -11%, 3%
- COc1cccc(CNC(=O)C(NS(=O)(=O)c2ccc3c(c2)CCN3C(C)=O)C(C)C)c1 (configuration not stated)
  3%, 7%

A portion of the library, so the mix of outcomes need not match the whole.
